# NR5A2 inv ag: LRH-1 (NR5A2) inverse agonists, primary screen, cell-based, luminescence, HEK293T, StAR-luciferase reporter; LRH-1 transfected, 24 h; Nuclear receptor subfamily 5 group A member 2 (Homo sapiens), O00482; 360,000 compounds, 0.13% hits; inhibition, % at 3.6 µM;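 active = inhibition above the mean inhibition of all tested compounds plus 3 SD, cut at about 73% in these data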;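 note: 0% = DMSO wells and 100% = reporter-only cells lacking LRH-1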
# Target sequence (O00482 whole entry, looked up): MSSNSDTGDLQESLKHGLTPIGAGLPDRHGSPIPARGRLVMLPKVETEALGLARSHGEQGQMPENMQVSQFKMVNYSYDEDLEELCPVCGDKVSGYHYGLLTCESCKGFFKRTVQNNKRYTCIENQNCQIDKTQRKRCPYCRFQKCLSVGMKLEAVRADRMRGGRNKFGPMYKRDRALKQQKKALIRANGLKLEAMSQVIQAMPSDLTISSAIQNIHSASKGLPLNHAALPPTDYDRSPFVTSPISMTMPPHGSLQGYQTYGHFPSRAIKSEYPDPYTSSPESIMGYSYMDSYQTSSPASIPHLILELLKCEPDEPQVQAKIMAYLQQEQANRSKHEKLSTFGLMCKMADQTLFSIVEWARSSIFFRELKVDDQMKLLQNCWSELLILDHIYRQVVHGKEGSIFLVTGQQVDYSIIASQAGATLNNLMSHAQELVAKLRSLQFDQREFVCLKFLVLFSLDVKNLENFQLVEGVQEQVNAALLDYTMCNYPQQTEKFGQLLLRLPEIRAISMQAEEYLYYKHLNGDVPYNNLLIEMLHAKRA
# NR2F2 inh: NR2F2 transcriptional activity inhibitors, primary screen, cell-based, luciferase reporter, HEK293T, luminescence | COUP transcription factor 2 (Homo sapiens), P24468 | inhibition, % at 8.6 µM | HEK293T NGFI-A luciferase reporter | 370,000 compounds, 0.7% hits;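 active = inhibition above a per-plate cutoff, mean inhibition of test wells between control levels plus 3 SD, cut at about 38% in these data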;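 note: cells cotransfected with COUP-TFII expression vector driving the NGFI-A reporter; 0% = median of COUP-TF2 test wells and 100% = reporter-only cells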
# NCOA1 inh: SRC1 coactivator transcriptional activity inhibitors, primary screen, cell-based, luminescence | Nuclear receptor coactivator 1 (Homo sapiens), Q15788 | HEK293 GAL4-SRC1 luciferase reporter | inhibition, % at 3.6 µM | 360,000 compounds, 0.12% hits;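 active = inhibition above the campaign mean plus 3 SD, with each screening campaign given its own cutoff, cut at about 60% in these data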;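 note: 0% = DMSO treated cells and 100% = gossypol at 36 µM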
# TWEAK-Fn14 inh: inhibitors of TWEAK-Fn14 signaling, primary screen, luciferase reporter cells, uHTS; TWEAK-stimulated Fn14 reporter cells, luciferase luminescence, 8 h; inhibition, % at 10 µM; 360,000 compounds, 2% hits; in the data active = inhibition above about 50%
# NOD2 RIPK2 PPI: NOD2-RIPK2 binding disruptors in cells, primary screen, fluorescence, CHO cells, BLA complementation. AID 624267, 2012. Receptor-interacting serine/threonine-protein kinase 2 (Homo sapiens), O43353. inhibition, % at 4.98 µM. CCF4 ratio. 360,000 compounds, 0.38% hits; in the data active = inhibition above about 21%;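 note: 0% = vehicle only and 100% = reference blocker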
# Target sequence (O43353 whole entry, looked up): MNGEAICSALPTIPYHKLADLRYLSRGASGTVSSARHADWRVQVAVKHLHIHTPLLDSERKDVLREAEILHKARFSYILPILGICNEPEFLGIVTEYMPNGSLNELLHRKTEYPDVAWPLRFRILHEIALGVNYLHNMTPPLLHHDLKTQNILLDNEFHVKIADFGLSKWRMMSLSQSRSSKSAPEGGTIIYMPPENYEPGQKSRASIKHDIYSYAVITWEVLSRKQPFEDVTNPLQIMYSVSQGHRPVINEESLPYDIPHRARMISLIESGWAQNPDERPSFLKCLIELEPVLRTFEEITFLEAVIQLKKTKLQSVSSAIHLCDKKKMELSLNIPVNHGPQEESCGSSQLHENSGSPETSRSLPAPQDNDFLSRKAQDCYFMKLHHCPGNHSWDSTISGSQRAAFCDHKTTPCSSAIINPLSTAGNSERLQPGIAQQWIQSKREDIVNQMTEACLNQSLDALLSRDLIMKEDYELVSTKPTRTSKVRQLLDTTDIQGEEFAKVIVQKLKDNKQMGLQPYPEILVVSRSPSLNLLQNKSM
# TLR9-MyD88 inh: inhibitors of TLR9-MyD88 association in cells, primary screen, cell-based, CHO, BLA complementation, fluorescence; inhibition, % at 4.98 µM; CCF4 FRET ratio; AID 504734, 2011; Toll-like receptor 9 (Homo sapiens) + Myeloid differentiation primary response protein …; 340,000 compounds, 0.21% hits;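 active = inhibition above the mean over all tested compounds plus 3 SD, cut at about 21% in these data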;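 note: 0% = DMSO only wells and 100% = clavulanate BLA inhibitor control wells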
# SRC3 inh: SRC3 coactivator transcriptional activity inhibitors, primary screen, cell-based, luminescence; inhibition, % at 3.6 µM; Nuclear receptor coactivator 3 (Homo sapiens), Q9Y6Q9; AID 588352, 2011; HEK293 GAL4-SRC3 luciferase reporter; 360,000 compounds, 0.17% hits;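 active = inhibition above a per-campaign cutoff, the mean of all compounds plus 3 SD, cut at about 60% in these data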;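 note: 0% = DMSO-treated cells and 100% = gossypol-treated cells at 36 µM; higher means less SRC3-driven luciferase light from the GAL4 reporter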
# TRAIL sens C8: viability loss with TRAIL in NB7+C8 cells, primary screen, TRAIL sensitizer project, cell-based, ATPlite luminescence | inhibition (viability loss, TRAIL sensitization), % at 10 µM | 360,000 compounds, 1% hits | AID 624354, 2012;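 active = compounds causing at least 50% loss of cell viability in the single-dose screen, relative to plate controls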
# LMP1 NFkB inh: EBV LMP1-driven NF-kappaB luciferase reporter inhibitors, primary screen, cell-based, luminescence, single point; LMP1-induced NF-kappaB luciferase reporter cells; inhibition, % at 12.5 µM; 350,000 compounds, 0.69% hits; in the data active = inhibition above about 41%;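 note: 0% = neutral control wells and 100% = reference inhibitor control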
# TROY signal inh: inhibitors of TROY-driven NF-kB signaling, primary screen, Q293 LMP1-TROYcd cells, NF-kB luciferase, uHTS. Q293 LMP1-TROYcd NF-kB luciferase reporter, 4 h. inhibition, % at 10 µM. 360,000 compounds, 0.98% hits;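 active = compounds whose plate-normalised and pattern-corrected inhibition of the luciferase reporter signal at the single screening dose is 50% or more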
# SRC2 inh: inhibition of GAL4-SRC2 driven luciferase reporter, primary screen, SRC2 inhibitor project, cell-based, luminescence. Nuclear receptor coactivator 2 (Homo sapiens), Q15596. HEK293 GAL4-SRC2 luciferase reporter. inhibition, % at 9 µM. 370,000 compounds, 0.17% hits;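 active = inhibition above the mean inhibition of all tested compounds plus 3 SD, set per campaign, cut at about 52% in these data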;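 note: 0% = DMSO treated cells and 100% = cells given Gossypol at 36 µM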
# Active calls of the source: *; . = no result given; & = joins results of further samples.
SMILES,NR5A2 inv ag,NR2F2 inh,NCOA1 inh,TWEAK-Fn14 inh,NOD2 RIPK2 PPI,TLR9-MyD88 inh,SRC3 inh,TRAIL sens C8,LMP1 NFkB inh,TROY signal inh,SRC2 inh
COc1cccc(NC(=O)CN2C(=O)NC3(CCCc4ccccc43)C2=O)c1 (configuration not stated),-3,8,-1,12,-8,6,-12,10,-2,6,-27
CC(C)CCn1c(=O)c2sccc2n2c(CCCC(=O)N3CCC(N4CCCCC4)CC3)nnc12,-18,-4,-34,4,0,-10,-12,-24,-26,-6,-24
C/C(=N\NC(=O)CNC(=O)c1ccc(F)cc1)c1ccco1,6,5,18,2,6,1,5,-11,-6,-19,13
Cc1ccc(-n2cc(CNCCn3nc(C)cc3C)c(-c3ccc(F)cc3)n2)cc1,-7,0,12,-14,1,-2,7,2,1,-7,-21
CCOC(=O)N1CCC(N2C(=O)c3cc(C(=O)NC4CCCCC4)ccc3C2O)CC1 (configuration not stated),-1,-9,-10,-7,-16,-3,-4,3,-3,11,-8
COc1ccc(NCc2nnc(-c3ccccc3)o2)cc1,-6,-18,-20,-23,-3,-13,-17,-29,-5,-16,1
Cc1cccc(OCc2ccccc2)n1,-5,-15,-22,8,5,-2,-11,0,6,-3,-9
CCOc1cccc(CN2CCC(n3nccc3NC(=O)C3CC3)CC2)c1O,15,-2,-2,-6,-4,-16,13,-10,0,2,-15
COc1cc(OC)c(C(=O)/C=C/c2ccc(OCc3ccccc3)c(OC)c2)c(OC)c1,21,11,2,35,-11,-3,-13,-26,4,11,19
COc1cc(CNC2CCCC2)cc(OC)c1,10,-4,-2,-10,2,3,-9,3,-4,6,-15
C=CCOC(=O)N1CCC2CC1c1cc(-c3ccc(OC)cc3)ccc12 (configuration not stated),13,3,5,36,-1,0,14,12,10,22,-36
CCOC(=O)C1=C(CC)Nc2ccccc2N/C1=N\S(=O)(=O)c1cccc(C(C)=O)c1,6,15,1,-3,-1,-5,4,10,-9,18,17
Cc1ccc(CNc2ncc(-c3ccccc3)n2C)o1,-3,-10,-20,-2,-3,1,-9,3,-11,1,-31
O=C(COC(=O)Cc1ccc(F)cc1)Nc1cc(S(=O)(=O)N2CCOCC2)ccc1N1CCCC1,10,-5,-21,21,-2,-1,16,-3,2,-11,-5
COCCn1c(C23CC4CC(CC(C4)C2)C3)n[nH]c1=S,12,14,-2,2,-3,-10,9,-11,2,9,-27
Cc1cccc(C(=O)NNC2=C(C(=O)C(F)(F)F)CCC2)c1O,-23,7,-23,9,-5,-3,-13,38,12,-21,-16
COc1ccc(N/C=C(\C=C\C#N)S(=O)(=O)c2ccccc2)cc1,3,2,13,0,6,0,2,6,4,6,-58
CC1(C2CC2)NC(=O)N(CC(=O)N2CCN(c3cccc(C(F)(F)F)c3)CC2)C1=O (configuration not stated),7,-2,6,19,-6,-6,-17,6,9,4,23
Cc1cccn2cc(CCNS(=O)(=O)c3ccc([N+](=O)[O-])cc3)nc12,0,-6,1,-2,-1,-4,-7,-1,4,-5,19
Cc1ccc(C(=O)N(Cc2nc3ccccc3c(=O)[nH]2)C2CCCC2)cc1,-3,26,2,1,1,-1,12,4,8,12,-15
Brc1c(CSc2nc3ccccc3o2)nc2ncccn12,-152,-3,-80,-1,-10,2,-58,-3,-5,-36,-47
Cc1nc2c(n1C1CCCCC1)C(=O)c1ccccc1C2=O,8,-6,-6,3,-9,-4,8,5,2,20,-14
CC1CC(c2ccccc2)=Nc2ccccc2N1 (configuration not stated),-8,-18,-35,-4,-2,5,-50,-8,1,4,-24
Cc1c(N)cccc1[N+](=O)[O-],-5,6,-7,3,-9,-3,10,-10,-3,-14,-7
Cc1cccc(C(=O)Oc2cccc3c(O)cccc23)c1,-9,-25,-17,20,3,7,-26,-7,-7,14,-8
COc1ccc(N2CCCC2=N)c(OC)c1,-1,2,9,19,1,10,8,-23,-4,-13,-9
COC(=O)CCCC(=O)NC(C)c1cnn(-c2ccccc2C)c1C (configuration not stated),11,29,-18,27,-8,11,7,-1,-1,10,-3
CCOc1ccc(-n2ccnc2SCC(=O)N2CCCc3ccccc32)cc1,-12,9,1,0,-11,-8,6,-7,-3,11,12
CCN1CCN(C(=O)c2c(-c3c(F)cccc3Cl)noc2C)CC1,0,-2,5,2,-3,1,-6,-7,10,18,2
COCCNS(=O)(=O)c1ccc(-c2ccc(Cl)cc2)cc1,0,7,-3,-9,-7,-2,7,-3,2,-14,-1
CCCOc1nc2c(c(=O)n(C)c(=O)n2C)n1C,-11,-1,-6,11,0,-11,-1,21,3,-22,12
Oc1ccc(NC(=S)Nc2ccccc2)cc1,17&4,-11&3,-25&-18,3&2,0&-2,-17&-7,0&8,-1&15,2&1,-27&-9,-18&-6
S=C(NCc1ccco1)N1CCN(C/C=C/c2ccccc2)CC1,-10,1,0,9,7,-2,8,-7,1,12,10
CCOc1ccc(C(=O)c2ccccc2C(=O)O)cc1OCC,3,-19,-7,-6,-5,3,-3,-10,0,7,-11
COc1ccccc1N1CCN(C(=O)c2nn(-c3ccccc3OC)c(=O)c3ccccc23)CC1,-25,10,-3,21,0,-9,1,-6,8,-7,-17
S=c1nc(-c2ccccc2Cl)n(Cc2cccnc2)c2c1CCCC2,-6,-2,8,19,2,1,10,-7,-13,14,-2
N#Cc1ccc(OCC(=O)OCC(=O)c2ccc[nH]2)cc1,-9,-6,-16,1,2,5,-12,-4,5,-21,3
C/C(=N\OC(=O)Nc1ccccc1)c1ccc(C)cc1,-40,-42,-77,-30,2,12,-16,-9,-31,-8,-66
COc1ccc(C=NNC(=O)CCCCC(=O)NN=Cc2ccc(OC)cc2)cc1,-15,5,0,-10,-5,3,-10,5,11,-14,-19
CCN1C(=O)c2cccc3c(S(=O)(=O)NCc4ccco4)ccc1c23,32,-22,-29,23,14,8,-17,-16,1,7,-6
CC(C)C(C)NC(=O)CSc1nc2scc(-c3ccco3)c2c(=O)n1-c1ccccc1 (configuration not stated),-12,-7,1,15,-3,-1,-4,-8,3,-2,-13
COCc1ccc(-c2c(-c3ccsc3)oc(=O)c3cc(OC)c(OC)cc23)cc1,-28,-16,-37,-22,-10,-2,-29,0,-8,-43,-16
CC(C)CN(C(=O)c1cccc(S(=O)(=O)N2CCN(Cc3ccccc3)CC2)c1)C1CCS(=O)(=O)C1 (configuration not stated),7,0,-12,-5,-4,1,4,-15,-4,-9,-12
O=C(O)C1CCC(=O)N1C1CCCC1 (configuration not stated),0,-11,-1,12,-19,-5,17,9,-8,-14,0
C[C@H]1CCC[C@@]2(O[C@@H](CCO)C[C@@H](O)[C@@H]2O)O1,11,9,-4,7,-14,0,-3,-7,2,-10,-6
CC(C)(C)c1ccc(C(=O)Nc2cnccn2)cc1,-145,-58,-93,61*,-6,-9,-69,75*,2,13,-19
CC(C)N1CCN(Cc2nc(-c3ccccc3)cs2)CC1CCO (configuration not stated),-3,-14,-3,-17,-20,-6,1,-2,-3,2,17
O=C(C1CCN(CC2CC=CCC2)CC1)N(CCc1ccccc1)Cc1ccccc1 (configuration not stated),-32,1,9,-4,-3,5,19,14,-20,4,-27
Nc1nnc(SCC(=O)NC2CCCCCC2)s1,-19,-31,3,6,-8,4,-7,11,0,4,14
NC(=O)C1CCN(CC(=O)Nc2ccc(S(=O)(=O)N3CCOCC3)cc2)CC1,12,5,16,3,0,9,4,2,2,12,-18
O=C(Nc1ccccc1Cl)c1cc(C2CCCCN2C(=O)CCCc2ccccc2)on1 (configuration not stated),7,3,-2,-12,-5,.,10,1,.,0,-12
COCC(C)NC(=O)CSc1nc2cc(S(=O)(=O)N3CCCCC3)ccc2o1 (configuration not stated),14,-7,-8,14,-7,-4,13,-3,-1,8,-40
COc1ccccc1N1CCN(Cc2cc(=O)c(OCC(=O)NC3CCCC3)co2)CC1,14,-2,-13,-1,0,-4,7,-14,8,2,-19
COc1ccc(C(=O)O)cc1S(=O)(=O)Nc1ccccc1C(=O)NCc1ccc2c(c1)OCO2,6,2,-4,19,-2,-6,8,8,0,0,-8
O=C(O)CCCNC(=O)/C=C/c1ccco1,-6,5,-1,1,2,4,12,-2,4,15,32
CN1CCN(c2nnc(-c3ccccc3)c(-c3ccccc3)n2)CC1,3,2,-1,-16,2,.,-10,-9,.,6,-10
CC(NCc1ccc([N+](=O)[O-])cc1)C1COc2ccccc2O1 (configuration not stated),3,2,1,1,0,-3,-6,4,-22,11,-20
O=C(CNS(=O)(=O)c1ccccc1)NNC(=O)C(Cl)Cl,15,-4,-1,-10,-6,7,-3,-11,2,5,8
CC(C)(C)n1nc2c(c1NC(=O)c1ccccc1F)CS(=O)C2 (configuration not stated),8,-13,-2,-24,-11,-4,-22,-6,-8,-13,-2
CC1(C)CC(=O)C=C(Nc2ccc(O)c(C(=O)O)c2)C1,15,-44,10,6,-5,9,9,8,2,-11,-15

# Single records, from the list above.
# CC(C)(C)n1nc2c(c1NC(=O)c1ccccc1F)CS(=O)C2 (configuration not stated) is listed as NR5A2 inv ag: 8; NR2F2 inh: -13; NCOA1 inh: -2; TWEAK-Fn14 inh: -24; NOD2 RIPK2 PPI: -11; TLR9-MyD88 inh: -4; SRC3 inh: -22; TRAIL sens C8: -6; LMP1 NFkB inh: -8; TROY signal inh: -13; SRC2 inh: -2
# O=C(O)CCCNC(=O)/C=C/c1ccco1 is listed as NR5A2 inv ag: -6; NR2F2 inh: 5; NCOA1 inh: -1; TWEAK-Fn14 inh: 1; NOD2 RIPK2 PPI: 2; TLR9-MyD88 inh: 4; SRC3 inh: 12; TRAIL sens C8: -2; LMP1 NFkB inh: 4; TROY signal inh: 15; SRC2 inh: 32

# (next part)
SMILES,NR5A2 inv ag,NR2F2 inh,NCOA1 inh,TWEAK-Fn14 inh,NOD2 RIPK2 PPI,TLR9-MyD88 inh,SRC3 inh,TRAIL sens C8,LMP1 NFkB inh,TROY signal inh,SRC2 inh
COc1ccc(Cl)cc1NC(=O)CN1CCN(S(=O)(=O)N2CCOCC2)CC1,14,7,-5,12,5,-9,7,-6,-5,-8,-5
Cc1cc(C)n(CCNC(=O)C2CCC(=O)N(CC3CCCCC3)C2)n1 (configuration not stated),15,1,-8,-7,1,1,-3,-13,3,-16,-6
CC(Sc1n[nH]c(=O)n1Cc1ccccc1)C(=O)NCC1CCCO1 (configuration not stated),10,-6,-11,13,1,1,16,-11,-1,3,2
COCCCNC(=S)N(CCCO)Cc1cc2cc3c(cc2[nH]c1=O)OCO3,-13,3,-23,1,-3,-16,-10,14,1,-12,9
O=C1/C(=C/c2cccc(F)c2)Oc2cc(O)ccc21,3,2,-33,2,32*,25*,-24,10,-1,-11,6

# Not all compounds are listed, so the mix of outcomes need not match the whole.
